M17LAP inhibition – P. falciparum M17LAP inhibitors, primary screen, biochemical, fluorogenic H-Leu-NHMec substrate, 1536-well (AID 1619) | inhibition, % at 30 µM; hits with a dose series show IC50 in µM | recombinant M17LAP, H-Leu-NHMec fluorogenic kinetic assay; higher % means a stronger effect | 0.38% of 220,000 active;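 active means compound inhibiting the enzyme by more than half at any dose during confirmatory dose-response retesting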;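 further: plate controls were full reaction with DMSO carrier for no effect and no enzyme background for full effect; strong numbers were not always called active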
Autophagy mod – alters autophagy in cells; calls only at 10 µM (by protocol); AID 463193; MEF GFP-LC3 puncta imaging; test concentration mostly 10 µM; 0.98% of 190,000 active;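 active means percentage of spot-positive cells more than 3 SD above its plate mean, without a fluorescence outlier flag or 80% toxicity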;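 further: spot-positive cell cutoff set from DMSO-treated cells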
MT stabilizer – stabilizes microtubules in HeLa cells | HeLa tubulin immunostaining HCS, 24 h; share of cells brighter than vehicle mean+2SD | 0.83% of 200,000 active | % tubulin-high responders, % at 10 µM;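 active means plate Z-score above 3 for both tubulin-high and condensed-nucleus cell shares, with cell loss under 80%, at 10 µM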;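 further: anti alpha tubulin signal scored within the nucleus-defined area of each cell; some results filed as inactive read as strong as hits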
K1F lysis inhibition – protection from phage-mediated lysis, alamar blue read-out – E. coli UTI89, K1F phage, bacterial capsule biogenesis inhibitors (AID 488966). E. coli UTI89 K1F phage lysis, alamar blue, 2 h; higher % means a stronger effect. inhibition, % at 100 µM, or IC50 in µM where a hit was titrated. 0.02% of 340,000 active;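 active means phage lysis inhibition, versus mean bacterial control, above a set limit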;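 further: capsule biogenesis inhibitors block K1F phage lysis so surviving cells raise fluorescence; higher fluorescence means more inhibition of phage lysis; actives were called in the ten point dose series up to 300 µM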
M1AAP inhibition – P. falciparum M1AAP inhibitors, biochemical, fluorogenic H-Leu-NHMec substrate, 1536-well (AID 1445) | recombinant M1AAP, H-Leu-NHMec fluorogenic kinetic assay; higher % means a stronger effect | one-dose inhibition, % at 30 µM; IC50 in µM for titrated hits | 0.42% of 220,000 active;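 active means primary inhibition above the hit cutoff, then over 50% inhibition at one or more dose response concentrations, cut at about 23% in these data, passing the limit was not always enough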;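 further: plate controls were DMSO full reaction for no effect and no enzyme background for full effect; strong numbers were not always called active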
Dynein cargo inh – dynein cargo transport inhibition; 0.47% of 220,000 active; 3617.4 mouse cells, GR-EGFP nuclear translocation imaging; test concentration mostly 20 µM; stimulated with dexamethasone, 1 µM; stronger effect = lower value; z-score, hits read low;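 active means plate z-score of nuclear minus cytoplasmic receptor signal below a set negative limit, without overly bright fluorescence or cell loss, cut at about -3.5 in these data, passing the limit was not always enough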;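 further: z-score of nuclear minus cytoplasmic ring GR-EGFP intensity difference per well; some compounds called inactive have numbers as strong as hits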
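medium = tetracycline-free induction medium containing charcoal-stripped FBS | also added = 1.0 µM final dexamethasone stimulus | schedule = 48 h induction, 1 h compound, 30 min dex at 37 °C | technique = fixed, Hoechst-stained cells imaged at 10x for EGFP | measure = GR-EGFP nuclear translocation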
Ins promoter up – MIN6 insulin promoter up-regulation; MIN6 insulin promoter-GFP reporter, high-content imaging; stronger effect = higher value; AID 1625; z-score at 5 µM; 0.3% of 190,000 active;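 active means z-score above 3 at 5 µM with at least 500 cells counted in the well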
ER stress rescue – rescue of cells from ER stress-induced death, primary screen, 384-well, CSM14.1, thapsigargin, ATP luminescence (AID 1222). CSM14.1 thapsigargin-induced death rescue, ATP luminescence; higher % means a stronger effect. one-dose cellular ATP content (survival), % at 20 µM; EC50 in µM for titrated hits. 190,000 tested, under 10 active;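 active means EC50 below 50 µM in the dose-response confirmation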;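 further: death triggered by thapsigargin at about 15 µM added after 2 h compound pretreatment; cell ATP read after overnight thapsigargin exposure of roughly 18 to 22 hours; normalized against plate controls of thapsigargin alone and 5% DMSO vehicle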
bCat nuc transl – alters nuclear translocation of beta-catenin in HeLa cells | 0.3% of 190,000 active | nuclear translocation activity, % at 5 µM | AID 1665 | immunofluorescence imaging;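 active means nuclear translocation activity above 50% at 5 µM, with a well cell count of 50 or more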;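 further: per-cell ratio of nuclear to cytoplasmic median beta-catenin stain intensity; plate controls were DMSO negative control for no effect and GSK-3 inhibitor IX positive control for full effect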
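Signal – beta-catenin immunofluorescence imaging with DAPI · Test system – human HeLa cell line · Dosing – 5 µM primary single dose, 0.1% DMSO, 0.02–20 µM confirmation series · Measure – % activation, nuclear-to-cytoplasmic median beta-catenin signal ratio per cell · Incubation – 24 h compound exposure at 37°C, 5% CO2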
Dynein cargo inh cytoplasmic EGFP – recorded beside Dynein cargo inh, whose call it bears; z-score; measured here: cytoplasmic GR-EGFP intensity; stronger effect = higher value
Dynein cargo inh nuclear GR-EGFP – further read-out of Dynein cargo inh, marked with its call; z-score; measured here: nuclear GR-EGFP intensity;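 lower value marks the stronger effect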
Dynein cargo inh cell count – recorded beside Dynein cargo inh, whose call it bears; z-score; measured here: cell count per field
Ins promoter up cell count – also measured in Ins promoter up; calls as there; cell count; measured here: cytotoxicity, nuclei count;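 total cells summed across four imaged fields per well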
bCat nuc transl cell count 5 µM – second read-out of bCat nuc transl, no call of its own (marks repeat the call); cell count; measured here: cell count, cytotoxicity flag
MT stabilizer Hoechst-high % – recorded beside MT stabilizer, whose call it bears; % Hoechst-high responders; measured here: nuclear condensation Hoechst responders;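 share of cells brighter than vehicle mean plus two SD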
MT stabilizer cytotoxicity % – recorded beside MT stabilizer, whose call it bears; toxicity, %; measured here: cytotoxicity by cell density;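 0% = mean cell density of plate MIN control wells and 100% = no cells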
Autophagy mod cell loss 18 h – also measured in Autophagy mod; calls as there; toxicity, %; measured here: cell loss, nuclei count;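 cell loss after 18 h compound exposure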
* hit, by the source's call; i = inactive; nt = no result given; [ ] = another dose, or the depositor's remark.

SMILES	M17LAP inhibition	Autophagy mod	Autophagy mod cell loss 18 h	MT stabilizer	MT stabilizer Hoechst-high %	MT stabilizer cytotoxicity %	K1F lysis inhibition	M1AAP inhibition	Dynein cargo inh	Dynein cargo inh cytoplasmic EGFP	Dynein cargo inh nuclear GR-EGFP	Dynein cargo inh cell count	Ins promoter up	Ins promoter up cell count	ER stress rescue	bCat nuc transl	bCat nuc transl cell count 5 µM
CCCOc1ccc(C(=O)NC(=S)Nc2nc3ccccc3s2)cc1	-13%	i	-28	2.6	1.5	5.5	6.5%	21%	0.21	-0.22	0.63	0.43	-0.64	1506	-2.1%	0.0	1481
O=C(c1ccccc1)c1ccccc1C(=O)N1CCCC1	-7%	i	5	2.6	1.9	5.8	i	5%	0.093	-0.24	-0.32	0.016	0.55	1227	-0.2%	-5.0	1227
Cn1c(NCc2cccc(Br)c2)nc2ccccc21	15%	i	-1	1.5	2.3	1.6	0.0%	3%	-0.7	-0.23	-0.44	-0.39	nt	nt	-3.5%	-1.5	1091
Nc1c2c(nc3ccc(Br)cc13)N(c1ccccc1)CC2	-3%	i	6	2.1	1.6	8.4	1.2%	19%	-0.4	-0.051	0.0022	0.72	nt	nt	-4.9%	5.1	1034
NS(=O)(=O)c1ccc(CCNC(=O)CCCOc2ccccc2)cc1	1%	i	4	1.5	1.9	2.7	-1.5%	2%	0.16	-0.13	0.33	-0.15	-0.25	1315	-0.1%	-2.7	1134
O=C1CC(c2ccccc2)CC(O)=C1C=NCC1CCCO1 (stereo unspecified)	-1%	i	3	3.5	3.8	6.4	1.6%	2%	2.2	-0.014	1.8	-1.2	0.11	1499	-1.8%	0.6	1430
Cc1ccc(OCC(=O)NC(C)c2ccccc2)c([N+](=O)[O-])n1 (stereo unspecified)	-5%	i	-4	3.6	2.1	5.2	0.1%	-3%	3.3	-0.39	4	-1.2	-0.89	1285	0.0%	-4.3	1141
Cc1nc2c3cc(Cl)ccc3n(CCN3CCOCC3)c2s1	-18%	nt	nt	nt	nt	nt	-0.1%	-2%	2.5	-0.18	1.8	-1.9	nt	nt	nt	1.0	1306
Cc1c(NC(=O)CSc2nnc3c4ccccc4n(CCc4ccccc4)c3n2)c(=O)n(-c2ccccc2)n1C	12%	i	5	2.2	1.4	5.5	-0.7%	7%	-0.02	-0.22	-0.15	0.4	-0.16	1507	2.1%	5.2	1290
O=C(c1ccc(Cl)c(F)c1F)N1CCOCC1	4%	i	-6	0.8	0.6	7.4	-0.2%	4%	1.1	0.65	1.1	-1.9	0.26	788	-0.8%	nt	nt
O=C(CCCN=C1NS(=O)(=O)c2ccccc21)OCC(=O)N1CCc2ccccc21	-9%	i	-3	4.3	2.1	5.2	0.1%	8%	-0.94	-0.31	-0.32	-0.21	0.23	1513	-0.1%	-4.4	980
Cc1cccc(NC(=O)Cn2nnc(-c3cccs3)n2)c1C	3%	i	5	4.8	2.1	3.0	-0.1%	-5%	0.38	-0.14	0.97	-1.3	0.18	1194	7.2%	-7.7	942
Cc1cc(OCC(=O)NC(C)C)cc(C)c1Br	27%	i	7	4.5	2.3	7.8	2.0%[50 µM]	3%	-0.12	-0.33	-0.45	0.44	0.2	1445	1.7%	nt	nt
COC(=O)c1cc(=O)n(Cc2cccs2)c(=Nc2ccc(F)cc2)s1	3%	i	3	4.8	4.6	0.7	-0.5%	7%	-1.6	0.046	-0.63	-0.072	0.25	1397	9.6%	-1.7	1219
Fc1cccc(Nc2cc(-n3cccn3)ncn2)c1	8%	i	8	3.1	1.7	3.3	0.4%	5%	0.21	-0.13	-0.096	0.27	0.07	1115	-1.0%	-1.0	1132
COc1ccc(NC(=O)C2=Cc3ccccc3OC2)cc1	-5%	i	-12	4.3	2.3	7.0	-0.6%	5%	0.077	-0.3	0.31	0.03	-0.28	1272	-0.2%	-0.9	1176
Cc1ccc(S(=O)(=O)N2CCOC2CNC(=O)C(=O)NCCc2c[nH]c3ccccc23)cc1 (stereo unspecified)	-2%	i	-5	2.5	2.1	8.4	0.6%	5%	-0.59	-0.18	-0.13	0.97	-0.17	1572	0.6%	0.5	983
Oc1ccccc1N1CCN(C(=S)NCc2ccccc2)CC1	17%	i	16	2.4	1.9	7.4	0.5%	3%	-0.28	-0.36	-0.63	0.95	-0.68	1287	-0.7%	2.7	1042
CCCCCCC(=O)Oc1ccc(N2C(=O)CCC2=O)cc1	9%	i	6	4.0	1.1	1.9	0.3%	-1%	0.49	-0.29	0.088	-0.17	0.21	1206	-1.3%	-2.4	1127
COc1cccc(C=Nc2ccc(C)c(F)c2)c1O	9%	i	-7	4.0	1.7	3.1	7.3%	-8%	0.29	-0.31	-0.17	0.13	0.07	1351	-1.2%	-1.2	580
Cc1cc(N2CCCC2)nc2ccc(NC(=S)NCCCN3CCC(C)CC3)cc12	5%	i	11	2.6	2.1	0.9	9.2%	7%	-0.46	-0.2	-0.29	0.36	-1.1	1032	1.8%	0.6	1025
CC(=O)Oc1ccc(Cl)cc1/C=C/c1cc(OC(C)=O)c2ccccc2n1	21%	i	12	2.3	2.4	6.0	nt	11%	-0.25	-0.32	-0.41	0.3	nt	nt	-1.3%	-2.7	985
Cc1nc2c(C(=O)NCCC3=CCCCC3)c[nH]n2c(=O)c1Cl	-56%	i	-10	3.0	2.4	2.9	2.2%	14%	-0.31	-0.23	-0.046	0.88	-0.4	1531	2.8%	-4.8	909
Cc1ccc(S(=O)(=O)N2CCCC2C(=O)Nc2cc(C)on2)cc1 (stereo unspecified)	4%	i	43	3.8	2.7	21	-0.3%	-2%	0.77	-0.21	1.1	-0.94	nt	nt	0.3%	nt	nt
CN1CC(=O)N(CC(=O)Nc2ccc(Br)cc2F)C1=O	1%	i	-10	0.1	2.8	6.6	0.4%	6%	-0.12	-0.38	0.5	0.051	0.33	1111	0.6%	-0.3	1072
COc1cc(C(c2c(C)[nH][nH]c2=O)c2c(C)[nH][nH]c2=O)ccc1OC(=O)c1cccc([N+](=O)[O-])c1	11%	i	-26	3.6	1.3	6.4	0.1%	-7%	0.79	-0.22	0.71	0.16	-0.69	1576	0.0%	-0.5	840
O=C(COc1ccc(Br)cc1)N/N=C1/SCC(=O)N1Cc1ccco1	8%	i	9	5.3	1.5	8.9	0.1%	13%	0.92	-0.34	0.28	-0.14	0.48	1310	-0.4%	0.0	1523
CC1(C)CC(=O)C(C(C2=C(O)CC(C)(C)CC2=O)c2ccc([N+](=O)[O-])cc2)C(=O)C1 (stereo unspecified)	12%	i	-2	4.0	2.8	5.8	2.0%	4%	0.49	-0.23	0.43	-0.091	-0.19	1507	-0.5%	-2.7	1197
CCn1c(=O)cc(OCC(=O)Nc2ccccc2N2CCN(C)CC2)c2ccccc21	-1%	i	0	1.7	3.4	6.8	4.3%	2%	1.7	0.028	1.3	-1.2	0.77	789	2.1%	nt	nt
CCN(CC)/C(=N/S(=O)(=O)c1ccc(C)cc1)c1ccccc1	9%	i	0	1.8	1.9	8.5	-0.1%	-2%	-0.12	-0.15	-0.28	0.3	nt	nt	0.5%	-17	1275
COc1ccc(CCNC(=O)c2csc3c2CCCC3)cc1	12%	i	-9	2.0	2.1	8.9	-0.1%	11%	-1	-0.14	-0.5	0.41	0.36	897	nt	0.5	1082
CC[C@@H](C)[C@@H](C(=O)N1CCN(C(=O)OC(C)(C)C)CC1)n1cc(CCC(=O)O)nn1	3%	nt	nt	nt	nt	nt	1.1%	5%	-0.35	-0.78	-0.25	0.53	nt	nt	nt	-1.6	1161
COC(=O)C(C)NC(=O)CNS(=O)(=O)c1ccc(F)cc1 (stereo unspecified)	-6%	i	-11	0.1	3.4	8.1	-3.3%	4%	-1.7	-0.22	-0.37	0.07	-0.06	1159	nt	0.0	1067
Cc1ccccc1NC(=O)COc1nsnc1N1CCOCC1	16%	i	4	2.4	0.8	1.7	0.6%	3%	2.4	-0.12	1.2	-1.5	-0.06	1255	-1.8%	0.3	780
CC(C)(C)c1ccc(OCCON2C(=O)CCC2=O)c(Cl)c1	10%	i	2	1.6	1.0	7.5	0.4%	-4%	-0.14	0.23	0.28	0.059	-1.3	947	-0.9%	nt	nt
COc1ccc(CCNC(=O)C(C)Sc2ccccc2)cc1OC (stereo unspecified)	-4%	i	2	1.1	1.6	7.5	0.8%	-1%	-0.32	-0.24	-0.69	0.78	nt	nt	2.7%	nt	nt
CC1CCCC(=C\c2ccccc2)/C1=N/O (stereo unspecified)	-16%	i	-4	2.3	3.5	3.1	-2.9%	4%	-0.78	-0.29	-0.7	0.73	-0.02	1114	-0.4%	1.6	446
COC(=O)C1=C(O)C(C(=O)OC)C(c2ccc(C)cc2)C(C#N)(C#N)C1c1ccc(C)cc1 (stereo unspecified)	12%	i	-2	1.7	0.4	12	0.4%	0%	-0.24	-0.24	0.051	-0.31	nt	nt	3.3%	-2.3	550

Screens (PubChem BioAssay)
